# High-throughput results as filed in PubChem.
# E coli Lon inh – E. coli protease La inhibition; actives 0.42% (n = 360,000); purified E. coli Lon protease, fluorescence polarization; inhibition, % at 7.94 µM; in the data active = inhibition above about 13%, passing the limit was not always enough;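 also: 0% = enzyme with probe and DMSO and 100% = no enzyme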
# NRP1-CendR mod – alters CendR peptide binding to human NRP-1. O14786. FAM-RPARPAR peptide binding to NRP-1, fluorescence polarization. inhibition, % at 25 µM. actives 0.85% (n = 360,000);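 active = inhibition or corrected inhibition above about 18%, plus a signal ratio from 0.5 to 1.5, limit read from the data, passing the limit was not always enough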; also: strong numbers were not always called active
# Neddyl block – cullin neddylation inhibition; AID 651699; TR-FRET cullin neddylation, biochemical; actives 0.58% (n = 360,000); P61081+Q13564; calls only at 25 µM; in the data active = inhibition above about 36%
# bovine MsrA act – activators of bovine methionine sulfoxide reductase A. purified bovine MsrA, absorbance read-out. activation, % at 10.6 µM. actives 0.3% (n = 360,000). AID 602163; in the data active = activation above about 7.5%;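 also: 0% = vehicle and 100% = reference activator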
# MT1-MMP act inh – blocks activation of human MT1-MMP; actives 0.061% (n = 360,000); GFP/RFP ratio change, % at 20 µM; HT1080 RFP-PRO-GFP cells, GFP/RFP ratio fluorescence, overnight; percent of plate control window, DMSO zero; P50281;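 active = GFP/RFP ratio change of at least 30% with cell ATP level not reduced by more than half and red fluorescence within 50% of control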; also: strong numbers were not always called active
#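 Test system: HT1080 RFP-PRO-GFP cells; Benchmarks: DMSO and RFP-L50D-GFP cell wells; Timing: cells overnight before dosing, compound overnight, 37 °C, 5% CO2; Compound: one 20 µM compound dose with 1% DMSO; Read-out: GFP/RFP fluorescence ratio.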
# FAS TE block – FAS thioesterase (human) inhibition; P49327; recombinant FAS-TE, OMFH fluorogenic substrate, fluorescence endpoint; inhibition, % at 15 µM; actives 0.67% (n = 360,000);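 active = compounds whose normalised, plate-corrected inhibition of enzyme fluorescence in the single-dose primary screen is 50% or more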;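 also: 0% = DMSO with enzyme and 100% = substrate without enzyme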
# PABP1 MLLE inh – blocks PAM2 peptide binding to the PABP1 MLLE domain. actives 0.36% (n = 360,000). P11940. inhibition, % at 20 µM. GST-MLLE / FITC-PAM2 fluorescence polarization. AID 588489; in the data active = inhibition above about 35%, passing the limit was not always enough;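 also: plate controls were DMSO wells with GST-MLLE for no effect and wells lacking GST-MLLE protein for full effect; some results filed as inactive read as strong as hits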
# SKN-1 inh – inhibitors of C. elegans SKN-1. C. elegans VP596 Pgst-4::GFP/RFP ratio, acrylamide-induced, 24 h. actives 0.49% (n = 360,000). AID 624304. inhibition, % at 21.8 µM;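 active = interference check ratio from 0.5 to 1.5 plus GFP to RFP signal ratio inhibition reaching or exceeding a fixed threshold, cut at about 30% in these data, passing the limit was not always enough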; also: some compounds called inactive have numbers as strong as hits
# Rin1-Abl PPI inh – human Rin1-Abl interaction inhibition; TR-FRET Rin1/Abl binding, biochemical; actives 0.4% (n = 360,000); P00519+Q13671; inhibition, % at 7.35 µM; AID 588664; in the data active = inhibition above about 5%, passing the limit was not always enough
# Target sequence (P00519 whole entry, looked up): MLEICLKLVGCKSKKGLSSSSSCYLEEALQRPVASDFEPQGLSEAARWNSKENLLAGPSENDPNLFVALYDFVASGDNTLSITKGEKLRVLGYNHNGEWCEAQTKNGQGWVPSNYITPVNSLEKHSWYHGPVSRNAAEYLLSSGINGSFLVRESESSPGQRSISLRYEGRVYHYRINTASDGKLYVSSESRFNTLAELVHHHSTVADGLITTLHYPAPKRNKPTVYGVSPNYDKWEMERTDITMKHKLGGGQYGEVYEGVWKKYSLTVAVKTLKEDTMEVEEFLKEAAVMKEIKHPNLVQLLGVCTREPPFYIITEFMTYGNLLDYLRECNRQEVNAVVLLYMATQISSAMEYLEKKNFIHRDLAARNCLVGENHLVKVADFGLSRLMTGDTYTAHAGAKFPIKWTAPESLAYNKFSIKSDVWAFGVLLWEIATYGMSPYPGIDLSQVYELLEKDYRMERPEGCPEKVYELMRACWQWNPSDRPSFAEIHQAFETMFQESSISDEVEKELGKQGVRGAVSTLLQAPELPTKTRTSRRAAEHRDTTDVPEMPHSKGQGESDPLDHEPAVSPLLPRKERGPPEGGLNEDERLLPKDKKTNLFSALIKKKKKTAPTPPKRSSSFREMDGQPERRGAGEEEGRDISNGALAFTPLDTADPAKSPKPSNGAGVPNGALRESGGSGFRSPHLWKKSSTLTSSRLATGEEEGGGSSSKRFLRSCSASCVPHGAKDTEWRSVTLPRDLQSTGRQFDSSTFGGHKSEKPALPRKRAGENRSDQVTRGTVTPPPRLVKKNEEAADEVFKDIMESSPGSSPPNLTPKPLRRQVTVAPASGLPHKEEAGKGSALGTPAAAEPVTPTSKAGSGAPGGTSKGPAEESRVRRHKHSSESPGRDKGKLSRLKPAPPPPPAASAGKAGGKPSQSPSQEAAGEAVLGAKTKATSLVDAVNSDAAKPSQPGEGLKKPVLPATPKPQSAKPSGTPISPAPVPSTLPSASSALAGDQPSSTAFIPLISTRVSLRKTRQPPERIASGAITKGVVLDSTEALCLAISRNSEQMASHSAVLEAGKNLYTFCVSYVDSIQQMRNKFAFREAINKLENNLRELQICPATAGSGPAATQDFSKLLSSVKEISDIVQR
# Target sequence (Q13671 whole entry, looked up): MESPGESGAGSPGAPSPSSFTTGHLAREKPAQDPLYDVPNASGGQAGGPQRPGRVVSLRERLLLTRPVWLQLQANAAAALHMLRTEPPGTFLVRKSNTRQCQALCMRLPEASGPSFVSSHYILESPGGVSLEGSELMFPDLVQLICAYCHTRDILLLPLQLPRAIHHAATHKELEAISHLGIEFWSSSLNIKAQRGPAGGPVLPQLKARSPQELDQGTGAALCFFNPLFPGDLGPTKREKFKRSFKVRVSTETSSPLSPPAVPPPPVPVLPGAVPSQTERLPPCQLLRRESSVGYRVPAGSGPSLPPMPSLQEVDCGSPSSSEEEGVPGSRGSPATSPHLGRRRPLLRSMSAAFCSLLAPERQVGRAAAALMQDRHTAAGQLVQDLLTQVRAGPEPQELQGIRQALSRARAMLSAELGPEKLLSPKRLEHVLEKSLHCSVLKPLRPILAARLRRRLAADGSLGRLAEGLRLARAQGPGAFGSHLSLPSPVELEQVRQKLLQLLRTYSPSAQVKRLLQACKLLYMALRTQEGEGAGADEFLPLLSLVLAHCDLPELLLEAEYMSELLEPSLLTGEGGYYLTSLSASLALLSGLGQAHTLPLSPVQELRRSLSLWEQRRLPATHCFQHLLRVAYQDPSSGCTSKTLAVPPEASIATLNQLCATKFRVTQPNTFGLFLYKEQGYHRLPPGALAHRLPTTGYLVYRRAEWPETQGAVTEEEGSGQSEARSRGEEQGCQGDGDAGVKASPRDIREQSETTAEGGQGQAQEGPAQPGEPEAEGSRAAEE
# The depositor's hits bear a star; i = inactive; · = no result given; + = active, no number.
canonical_smiles	E coli Lon inh	NRP1-CendR mod	Neddyl block	bovine MsrA act	MT1-MMP act inh	FAS TE block	PABP1 MLLE inh	SKN-1 inh	Rin1-Abl PPI inh
Cc1cc(C)c2nc(N3CCC(C(=O)N4CCN(c5ncccn5)CC4)CC3)sc2c1	-2	-5	i	-1	6	6	6	1	-3
CC1CCCCC1NC(=O)c1c(O)nc2ccccn2c1=O (centres undefined)	0	9	+	-3	-2	0	3	-13	2
COc1ccc(OC)c(C2C(C(=O)c3sc(C)nc3C)=C(O)C(=O)N2CCN2CCOCC2)c1 (centres undefined)	0	1	i	-4	-2	-3	-4	-5	0
COC(=O)[C@]12CCCCC=C1N(Cc1ccco1)C(=O)[C@H](CC(=O)NCCc1ccccc1OC)C2	-8	-3	i	-13	-1	-5	·	-1	·
CN(C)C(CNC(=O)CNC(=O)Cc1cccc2ccccc12)c1ccccc1 (centres undefined)	1	-9	i	-3	1	0	7	-2	2
Cc1ccc(-c2nc(S(=O)(=O)c3ccc(C)cc3)c(N(C)C)o2)cc1	-1	20	i	-3	-8	14	19	1	-3
O=C(COC(=O)c1nc(Cl)ccc1Cl)Nc1ncc(Cl)cc1Cl	77*	-1	i	-1	-4	-2	-2	14	0
O=C(COC(=O)c1cnccn1)NCc1ccc(Cl)cc1	5	-11	i	-5	4	-2	-11	-2	1
NC(=O)c1ccsc1NC(=O)COC(=O)COc1ccccc1[N+](=O)[O-]	-15	1	i	-3	-1	-6	4	2	3
COc1ccc(-n2c(SCc3ccccn3)nc3c(c2=O)SCC3)cc1OC	-10	-5	i	-7	1	-7	-2	-8	-1
COCCNC(=O)c1ccc(N2CCC3(CC2)OCCO3)c([N+](=O)[O-])c1	-6	1	i	3	-3	-7	4	-6	-9
N#Cc1ccc(COC(=O)C2CCC(=O)N2)cc1 (centres undefined)	-6	-11	i	-7	6	-9	-1	-6	-2
O=C(NCCN1CCNC1=O)c1ccc2sc([C@@H]3O[C@H](CO)[C@H](O)[C@H](O)[C@H]3O)nc2c1	-4	-5	i	-2	-4	-6	-5	9	3
CC(C)NC(=O)C(=O)Nc1cc2c3c(c1)CCC(=O)N3CCC2	0	-2	i	-8	3	-5	9	3	4
COc1cc(C(=O)NC2CCCc3ccccc32)ccc1OCC(=O)Nc1ccc(F)cc1 (centres undefined)	3	9	i	-1	-1	-3	10	9	-1
O=C(CCCn1c(=S)[nH]c2cc3c(cc2c1=O)OCO3)NCCc1ccc(Cl)cc1	8	0	i	-9	7	-6	-53	5	1
CCOc1cc2[nH]c(=O)n(CCC(=O)NCCc3ccc(OC)c(OC)c3)c(=O)c2cc1OCC	-12	5	i	-1	3	-11	17	23	0
O=C1CCCCN1CCC(=O)N1CCCC(Nc2ccc(F)c(F)c2)C1 (centres undefined)	-3	8	i	-1	-1	-9	10	6	1
COc1ccccc1CC(O)CC1c2c(cc3c(c2OC)OCO3)CCN1C (centres undefined)	-2	4	i	-4	-20	-6	1	4	1
CS(=O)(=O)Nc1cccc(C2=NN(S(=O)(=O)c3ccccc3)C(c3cccs3)C2)c1 (centres undefined)	-3	1	i	-2	2	17	-9	8	1
Cc1cc(NC(=O)c2cccs2)ncc1NC(=O)c1cccc(F)c1	-7	-13	i	-1	-3	-4	-10	-3	3
Cn1c(=O)[nH]c(=O)c2c1nc(CN1CCOCC1)n2CCCc1ccccc1	-25	-2	i	-1	-1	-2	-4	-2	1
O=C(CNC(=O)N1CC(=O)Nc2ccccc21)Nc1cc(Cl)ccc1Cl	-1	4	i	0	2	-1	3	10	1
COc1ccccc1N(C(C)=O)C1=C(Cl)C(=O)c2ccccc2C1=O	11	14	i	-2	-165	24	39*	5	1
CC1CCCC(NC(=O)COC(=O)CCc2ccccc2)C1C (centres undefined)	-2	5	i	-5	3	10	5	4	2
CC(=O)c1ccc(NC(=O)C2=CC(c3cccs3)=NS(=O)(=O)N2C)cc1	-6	6	i	-4	2	6	-5	5	1
Nc1cccc(-c2cn3cc(C(F)(F)F)cc(Cl)c3n2)c1	-4	-4	i	-3	7	5	1	-22	-2
Cc1ccc(C)c(NC(=O)CSc2nnc(CNC(=O)c3cccs3)o2)c1	0	-8	i	-3	3	-6	1	4	-1
CC(=O)NS(=O)(=O)c1ccc(NC(=S)NC(=O)c2ccco2)cc1	5	3	i	0	-2	-4	26	8	0
Cc1cc(C(=O)Nc2sc3c(c2C#N)CCCC3)no1	-7	-2	i	-3	-1	-7	33	-5	0
O=C(Nc1cccc(C(F)(F)F)c1)c1cc(Br)cc2c1OCC2	-3	-2	i	-3	-4	0	3	-3	0
CCOC(=O)c1nn(-c2ccc(F)cc2)c(=O)cc1OCC(=O)Nc1cccc(C)c1	-4	-14	i	-6	6	-4	10	7	-1
CCOc1ccc(C(C)NC(=S)NCc2ccc(F)cc2)cc1 (centres undefined)	1	6	i	-3	1	9	-75	12	-2
CC1CCc2c(sc(NC(=O)CN3CCN(C(=O)c4ccco4)CC3)c2C#N)C1 (centres undefined)	-3	-12	i	-2	-4	-195	-13	-9	-1
CCOC(=O)[C@]12CCCC=C1N(Cc1ccc(Cl)cc1Cl)C(=O)[C@H](CC(=O)NCC1CCCCC1)C2	-6	2	i	0	-6	15	·	-1	·
COc1ccccc1NC(=O)c1ccccc1S(=O)(=O)c1ccccc1[N+](=O)[O-]	-9	-10	i	-11	1	-6	-7	-9	9
Cc1cc(C)c(NC(=O)c2ccc(S(=O)(=O)N(C)C)cc2)c(C)n1	7	11	i	-2	3	-4	16	7	0
CCC(C)NC(=O)COc1ccc(Br)c(C)c1 (centres undefined)	6	3	i	-2	3	-5	6	13	0
COc1cccc(Oc2coc3cc(OC(=O)N4CCOCC4)ccc3c2=O)c1	5	-1	i	-4	2	10	-1	1	3
CCn1c(-c2cccnc2Cl)nc2cc(Cl)c(Cl)cc21	-12	-10	i	2	0	6	-12	11	2
Cc1ccc(C(=O)CN2C(=O)NC3(CCCCCC3)C2=O)c(C)c1	-14	2	i	-1	3	2	14	-6	-3
NC(CO)C(O)c1ccc([N+](=O)[O-])cc1 (centres undefined)	-3	-15	i	-11	3	-5	8	13	3
O=C(Nc1cccc2ccccc12)OCc1cncs1	11	1	i	-2	-6	-2	-5	11	2
Cc1onc(-c2ccccc2)c1CNS(=O)(=O)c1ccccc1	-4	-2	i	-1	0	-2	1	-8	1
CCN1C(=O)/C(=C\c2ccco2)C(C(=O)OC)=C1C	2	11	i	3	7	-6	-4	16	-2
CC1=NN(c2ccc(C)c(C)c2)C(=O)/C1=C\C=C\c1ccc([N+](=O)[O-])o1	-7	-48	i	-8	-12	-4	-66	1	1
Cc1ccc(/C=C/c2nnc(-c3ccc(C)cc3)o2)cc1	6	-4	i	-2	-2	4	-1	8	2
COc1ccccc1CN1C(=O)c2ccncc2C1=O	-5	18	i	1	2	-5	-12	18	-1
CCCCC1Cc2[nH]c(=S)[nH]c(=O)c2C(c2ccc(Cl)cc2)O1 (centres undefined)	-6	6	i	-2	0	8	26	-5	2
O=C(CCN1C(=O)C2C3C=CC(C3)C2C1=O)Nc1ccccc1 (centres undefined)	-11	-5	i	-11	4	-6	13	1	4

# Sorted by count of non-hydrogen atoms (lowest first): some entries from above
canonical_smiles	E coli Lon inh	NRP1-CendR mod	Neddyl block	bovine MsrA act	MT1-MMP act inh	FAS TE block	PABP1 MLLE inh	SKN-1 inh	Rin1-Abl PPI inh
CCn1c(-c2cccnc2Cl)nc2cc(Cl)c(Cl)cc21	-12	-10	i	2	0	6	-12	11	2
CCCCC1Cc2[nH]c(=S)[nH]c(=O)c2C(c2ccc(Cl)cc2)O1 (centres undefined)	-6	6	i	-2	0	8	26	-5	2
Cc1ccc(C)c(NC(=O)CSc2nnc(CNC(=O)c3cccs3)o2)c1	0	-8	i	-3	3	-6	1	4	-1

# Other records.
canonical_smiles	E coli Lon inh	NRP1-CendR mod	Neddyl block	bovine MsrA act	MT1-MMP act inh	FAS TE block	PABP1 MLLE inh	SKN-1 inh	Rin1-Abl PPI inh
Cc1nn(Cc2c(F)c(F)c(F)c(F)c2F)c(C)c1NC(=O)c1nn(C)cc1[N+](=O)[O-]	-5	-1	i	2	-4	3	-1	15	6
COC(=O)[C@H](Cc1ccccc1)NC(=O)NCCc1ccc(F)cc1	-3	3	i	-1	2	-3	-8	3	7
COc1ccc(/C=N/Nc2nnc(Cc3ccc(OC)c(OC)c3)c(=O)[nH]2)cc1	-3	1	i	5	1	-14	16	-10	1
Cc1c(C(=O)NCCC2=CCCCC2)oc2ccc(S(=O)(=O)N3CCC4(CC3)OCCO4)cc12	10	0	i	-3	3	38	7	25	2
O=C(O)c1cc(-c2ccccc2)n(-c2ccccc2C(=O)O)n1	-9	-4	i	0	-4	-4	0	-13	2
CCC(C)c1ccc(O)c(NC(=O)c2cncc(Br)c2)c1 (centres undefined)	-4	-4	i	-12	4	10	-14	1	-1
Cc1cccc(NC(=O)COc2ccc(Br)cc2/C=N/O)c1	11	6	i	-2	2	-4	-20	-5	-3
Cn1ncc2c(N3CCN(c4ccc(Cl)c(Cl)c4)CC3)ncnc21	7	-3	i	-3	7	16	3	11	3
CCOCCCn1cnc2c(c1=O)c1nc3ccccc3nc1n2-c1ccccc1	2	8	i	-2	5	-3	-1	-1	-4
Cc1ccc(C2=NN(C(=S)Nc3ccccc3)C(c3ccco3)C2)cc1 (centres undefined)	-5	1	i	6	-2	27	-93	-8	0
O=C(Nc1ccc(CN2CCOCC2)cc1)c1cc(Cl)ccc1Cl	-3	9	i	2	1	0	4	4	2
O=C(/C=C/c1ccco1)OCc1nnc(-c2ccc(Cl)cc2)o1	-1	-34	i	-2	0	16	-5	10	-4
CCn1c(N)c(C(=O)NC2CCCCC2)sc1=S	0	-6	i	-19	5	1	42*	-8	-2
CC(C)NC(=O)C1CCN(Cc2cccc(Oc3ccccc3)c2)CC1	-15	4	i	-4	3	-9	21	-7	4
CCn1c(SCC(=O)NCc2ccccc2)nnc1-c1c[nH]c2ccccc12	-6	-9	i	1	1	-3	-3	-17	4
O=c1[nH]c(COc2ccc(Br)cc2Cl)nc2ccccc12	-10	-8	i	-5	1	5	12	-17	4
CC(=O)c1cnc(Nc2cccc(Cl)c2Cl)s1	-2	12	i	3	-4	-5	5	16	-6
Cc1ccc(S(=O)(=O)N(CC(=O)NCc2ccco2)c2ccccc2C)cc1	-3	7	i	6	0	0	0	7	-1
Cc1cc(NC(=O)C2CC(=O)N(c3ccccc3)C2)no1 (centres undefined)	3	-2	i	-1	-2	-9	11	6	-3
CCCCCSc1nnc2c(n1)OC(C)N(C(C)=O)c1ccccc1-2 (centres undefined)	-4	-1	i	-2	2	2	-1	-6	0
COc1ccc(NC(=S)Nc2ccc(OC)cc2OC)c(OC)c1	6	3	i	-2	0	-5	-11	0	4
COc1ccccc1C=C1CCc2ccccc2C1=O	-1	2	i	-3	4	14	-20	7	3
COC(=O)C1=C(C)NC(=S)NC1c1ccc(OC(=O)c2ccco2)cc1 (centres undefined)	1	4	i	-16	1	-3	-149	-7	-2
CCOC(=O)c1cc(C#N)c(SCC(N)=O)[nH]c1=O	-9	-29	i	-4	-18	-8	-8	17	-3
CCN(CC)c1nc2ccccc2nc1C(C#N)C(=O)NCCCOC (centres undefined)	-10	-20	·	-8	-2	0	-18	10	-1
Cc1ccc(S(=O)(=O)N2C[C@H]3[C@H]4C(=O)N(c5ccccc5)C(=O)[C@H]4C[C@H](OC(=O)NCC4CCCCC4)[C@@]3(O)C2)cc1	1	-10	i	-2	0	17	-17	-11	-5
